PPARg SRC-2 ag – agonists of PPARg-SRC-2 recruitment, primary screen, biochemical, HTS; 0.34% of 200,000 active; PPARgamma LBD-SRC-2 recruitment; activation, % at 8 µM; Peroxisome proliferator-activated receptor gamma (Homo sapiens), P37231; in the data active = activation above about 22%;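 also: 0% = vehicle and 100% = reference agonist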
Target sequence (P37231 whole entry, looked up, the tested form may be a part): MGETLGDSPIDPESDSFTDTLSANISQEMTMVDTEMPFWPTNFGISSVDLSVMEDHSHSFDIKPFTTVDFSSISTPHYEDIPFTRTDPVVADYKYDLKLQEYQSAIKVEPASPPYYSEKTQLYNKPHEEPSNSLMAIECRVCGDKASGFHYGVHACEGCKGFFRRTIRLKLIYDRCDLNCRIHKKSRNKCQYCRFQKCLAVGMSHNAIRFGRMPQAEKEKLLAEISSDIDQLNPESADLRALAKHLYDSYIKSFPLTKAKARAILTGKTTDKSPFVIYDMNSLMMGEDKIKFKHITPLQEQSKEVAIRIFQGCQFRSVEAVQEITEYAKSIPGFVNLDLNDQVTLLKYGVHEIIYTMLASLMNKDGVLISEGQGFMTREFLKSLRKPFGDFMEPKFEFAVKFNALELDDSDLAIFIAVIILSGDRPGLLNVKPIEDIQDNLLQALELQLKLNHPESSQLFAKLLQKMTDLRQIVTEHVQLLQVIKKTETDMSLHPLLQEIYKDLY
PPARg SRC-1 ag – PPARgamma agonists recruiting SRC-1 coactivator, primary screen, biochemical | PPARgamma-SRC-1 coactivator recruitment biochemical assay | 0.41% of 200,000 active | activation, % at 8 µM | AID 631, 2007; in the data active = activation above about 19%;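 also: 0% = DMSO and 100% = reference agonist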
Redox H2O2 prof – compounds producing H2O2 with reducing agent – biochemical, NIH compound library profiling, artefact control for MLSCN library redox annotation, primary screen | DTT-dependent redox cycling H2O2, phenol red/HRP absorbance; 100% = 100 µM peroxide control, 0% = buffer | 0.03% of 200,000 active | activation, % at 10 µM | AID 878, 2007;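 active = activation of at least 50% relative to the plate's high and low controls in the primary single-dose screen; inactive = activation below 50%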;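 also: compound incubated with DTT at 0.8 mM final as the reducing agent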
bIAP act – bovine intestinal alkaline phosphatase activators, primary screen, biochemical, bovine IAP, CDP-star luminescence; alkaline phosphatase, intestinal [Bos taurus]; purified bovine IAP, 30 min; stronger effect = higher value; fold of DMSO-control signal, blank-subtracted; activation factor at 20 µM; 0.17% of 200,000 active;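 active = activation factor of 2 or more at 20 µM, a signal rise over negative controls twice the positive control's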
TR-FRET SRC-2 ct – TR-FRET signal artefacts, primary screen, artefact control for PPARgamma SRC-2 agonist project, biochemical | TR-FRET ratio at 8 µM | TR-FRET artefact counter-screen; stronger effect = higher value | 0.4% of 200,000 active | AID 1049, 2008; in the data active = TR-FRET ratio above about 2000; also: inactives centre near 1500
S1P3 antag – S1P3 receptor antagonists, primary screen, cell-based | Sphingosine 1-phosphate receptor 3 (Homo sapiens), Q99500 | CHO S1P3 NFAT-BLA reporter, FRET fluorescence, antagonist mode | inhibition, % at 4.98 µM | 0.27% of 170,000 active;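 active = inhibition above the plate cutoff, the mean inhibition of test wells on that plate plus 3 SD, cut at about 28% in these data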;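 also: cells challenged with S1P at its EC80 of 0.8 µM; blue over green emission ratio from cleaved BLA substrate after 4 h stimulation; 0% = S1P-stimulated wells and 100% = unstimulated DMSO-only wells; some compounds past the cut are filed as inactive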
Target sequence (Q99500 whole entry, looked up): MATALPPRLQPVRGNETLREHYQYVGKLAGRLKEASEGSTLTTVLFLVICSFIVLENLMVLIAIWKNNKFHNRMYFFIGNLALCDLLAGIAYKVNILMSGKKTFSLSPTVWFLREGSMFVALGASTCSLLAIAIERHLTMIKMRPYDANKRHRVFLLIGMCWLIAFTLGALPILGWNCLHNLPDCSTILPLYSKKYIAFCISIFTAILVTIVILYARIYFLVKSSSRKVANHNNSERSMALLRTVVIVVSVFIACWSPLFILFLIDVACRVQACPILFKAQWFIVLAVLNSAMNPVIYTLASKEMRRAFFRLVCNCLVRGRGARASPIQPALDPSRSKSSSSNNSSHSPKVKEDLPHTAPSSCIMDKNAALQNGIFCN
ROMK primary – ROMK potassium channel modulators, primary screen, cell-based, thallium flux, MLSMR library | B-score at 10 µM | ATP-sensitive inward rectifier potassium channel 1 (Homo sapiens), P48048 | 2% of 130,000 active | Tet-inducible ROMK, thallium flux fluorescence; actives lie on both sides;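 active = signal ratio slope over the read window, or its plate-corrected B-score, at least 3 SD from the plate mean, either direction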;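 also: B-score of the F/F0 ratio slope over 7 to 12 s after thallium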
bIAP inhibitor – bovine intestinal alkaline phosphatase inhibitors, primary screen, selectivity assay for TNAP inhibitor project, biochemical, bovine IAP, CDP-star luminescence; alkaline phosphatase, intestinal [Bos taurus]; purified bovine IAP, 30 min; inhibition, % at 20 µM; 190,000 tested, under 10 active; AID 1019, 2008;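 active = over 50% inhibition of intestinal alkaline phosphatase at 20 µM in the single-dose screen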
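Incubation: 30 min reaction at room temperature / Material: purified bovine intestinal alkaline phosphatase (IAP) enzyme / Input: enzyme at 1/65,000,000 dilution / Dosing: 20 µM single dose / Signal: CDP-star luminescence signal / Reagent: CDP-star chemiluminescent phosphatase substrate, 30 µM final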
PPARg SRC-3 ag – PPARgamma agonists recruiting SRC-3 coactivator, primary screen, biochemical; biochemical PPARgamma/SRC-3 coactivator recruitment assay; activation, % at 8 µM; 0.26% of 200,000 active; in the data active = activation above about 23%;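 also: 0% = DMSO and 100% = reference agonist; some compounds past the cut are filed as inactive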
L major viab – Leishmania major promastigote growth inhibition, primary screen. 9% of 200,000 active. Leishmania major promastigotes, resazurin fluorescence viability. inhibition, % at 10 µM; in the data active = inhibition above about 50%;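 also: promastigotes grown with compound for 44 hours at 28 °C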
TLR4 MyD88 comp – inhibitors of TLR4-MyD88 association in cells, primary screen, cell-based, HeLa CL3-4, BLA complementation, FRET ratio; 0.18% of 200,000 active; Toll-like receptor 4 (Homo sapiens) + Myeloid differentiation primary response protein …; HeLa CL3-4 TLR4/MyD88 BLA complementation; inhibition, % at 8.4 µM; AID 861, 2007; in the data active = inhibition above about 25%;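 also: 0% = vehicle and 100% = reference inhibitor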
An asterisk follows results filed as active; nt = no result given.

SMILES	PPARg SRC-2 ag	PPARg SRC-1 ag	Redox H2O2 prof	bIAP act	TR-FRET SRC-2 ct	S1P3 antag	ROMK primary	bIAP inhibitor	PPARg SRC-3 ag	L major viab	TLR4 MyD88 comp
C=CCN1C(=O)N/C(=C/c2ccc(N3CCOCC3)o2)C1=O	10.9	-3.2	0.1	0.8	1726	9.7	-3.79*	15.6	-2.4	6.9	13.7
CCn1c(-c2ccccc2SC)n[nH]c1=S	7.9	12.8	0.2	1	1655	-13.7	-2.18	3.5	6.8	-6.1	-8.7
COC(=O)c1ccc(-n2c(C)nc(=O)c(-c3ccccc3)c2C)cc1	0.8	10.0	2.1	0.9	1648	nt	nt	14.0	3.5	-6.4	-1.4
CCc1c(C)c2c(C)[nH]nc2oc1=O	-1.9	0.5	1.4	1	1590	9.8	nt	-0.1	1.2	2.0	8.2
CC(C)c1ccc(S(=O)(=O)N2CCN(C(=S)NCc3ccco3)CC2)cc1	4.7	4.5	0.3	1	1624	0.9	-0.749	-4.1	-0.1	1.0	1.2
CCC(C)C(=O)Nc1nc(C)c(-c2csc(Nc3ccccc3OC)n2)s1 (stereo not drawn)	5.0	-0.7	-5.8	1	1594	nt	nt	0.0	11.2	98.8*	-17.3
Cn1c(Cl)c(/C=N/OC(=O)C2CC2)c2ccccc21	8.5	5.3	-0.8	1	1662	-13.7	1.51	-0.8	3.9	5.6	-9.7
CCOc1ccc(NC(=O)c2ccc(NCC(=O)N3CCCCCC3)cc2)cc1	-1.5	2.5	-2.2	1.1	1775	2.3	1.16	-10.9	3.3	-0.5	3.5
COc1ccc(CCNC(=O)CCCCn2c(=O)[nH]c3ccccc3c2=O)cc1OC	-2.1	-3.9	2.4	0.9	1235	-14.4	0.342	5.0	1.4	1.3	4.0
CCCCc1ccc(NC(=S)NCCCN2CCOCC2)cc1	-0.5	-9.3	-0.3	1	1471	4.4	-0.0873	3.4	2.4	32.5	5.3
CCCC(=O)Nc1ccc(N2CCN(C(=O)CCC)CC2)cc1	5.9	0.1	0.0	1	1354	-12.4	0.302	4.6	-4.0	9.8	-0.9
O=c1[nH]c(CN2CCN(c3ccccc3)CC2)nc2scc(-c3ccccc3)c12	-3.0	-10.7	0.0	0.7	1392	-9.1	-0.0415	25.7	2.6	67.2*	-1.9
COc1cc(C(=O)NC(CCSC)C(=O)OCC(=O)C(C)(C)C)cc(OC)c1OC (stereo not drawn)	-2.5	8.7	-0.5	1	1460	-9.9	-0.115	-2.4	1.2	16.2	-5.0
Cc1ccc(C(=O)c2nc3c(n2O)CCCC3)cc1	2.6	-2.1	0.2	0.9	1493	nt	0.0748	9.4	-5.5	-1.0	-9.1
O=S(=O)(c1ccccc1)c1nc(-c2ccco2)oc1N1CCOCC1	5.1	26.1*	0.0	0.9	1561	-29.7	nt	13.8	2.9	-5.0	10.3
Cc1nc(N2CCN(C(=O)c3ccc(Cl)cc3)CC2)c(C#N)c2c1COC(C)(C)C2	2.4	-3.4	0.3	1	1298	nt	-0.00945	4.0	7.0	3.0	-8.1
CCN(Cc1ccncc1)C(=O)c1cc(Br)cc(Br)c1O	0.8	4.1	-0.7	1	1468	12.4	nt	0.1	4.0	-0.1	-0.3
COc1ccc(CC2(CO)CCN(Cc3cnc(-c4ccccc4C)nc3)CC2)cc1	5.6	8.6	-0.4	1	1408	-9.1	-0.858	-3.9	3.6	-4.7	-4.0
COc1ccc(CC(=O)NC(C)(C)CC(C)=O)cc1OC	-5.9	-5.2	1.8	0.9	1455	nt	nt	5.7	-12.9	-2.6	-0.4
O=S(=O)(c1ccc(Oc2ccc(S(=O)(=O)N(CCO)CCO)cc2)cc1)N(CCO)CCO	-2.0	-7.4	-0.1	1	1393	-0.4	0.304	-2.3	-5.9	-3.2	21.8
CCN(CC)S(=O)(=O)c1ccc(OC(C)C)nc1	7.7	3.4	0.7	0.9	1631	-9.5	nt	8.4	-5.5	-14.4	1.7
Cc1ccc(S(=O)(=O)Cc2ccc(C(=O)NCCCN3CCN(C)CC3)o2)cc1	5.7	-0.2	1.4	1.1	1567	-11.1	1.1	-9.3	6.5	-1.0	1.2
O=C(Nc1ccc(F)c([N+](=O)[O-])c1)c1cccs1	6.3	8.7	0.3	1	1576	-9.3	-2.2	-4.8	2.5	49.2	2.6
Cc1cccc2cc(CN(CC3CCCO3)C(c3nnnn3Cc3ccco3)C(C)C)c(=O)[nH]c12 (stereo not drawn)	-3.3	4.8	2.7	1.1	1416	13.9	-2.97*	-5.7	5.2	50.2*	11.8
Cc1cc(C)c(S(=O)(=O)NNC(=O)C2CCN(Cc3ccccc3)CC2)c(C)c1	7.8	3.7	2.1	1.2	1484	nt	nt	-15.4	-1.7	91.1*	12.2
O=C1N(C2CCCC2)C[C@@H]2C[C@@H](c3cn[nH]c3-c3ccc(Cl)cc3)N3CCC[C@@]123	-4.9	7.3	-0.8	1.2	1801	-9.1	0.148	-22.3	4.9	-0.4	-13.8
C(=C\c1ccccc1)/CSc1nnc(-c2ccncc2)n1Cc1ccco1	7.9	3.5	-0.2	1.1	1508	1.0	-0.518	-6.8	-0.3	7.9	1.6
CCOC(=O)C1=C(C)N(C)C(=O)NC1c1ccccc1OC (stereo not drawn)	9.2	-0.5	0.6	1	1596	-29.6	nt	2.4	-6.3	-2.3	2.9
COC(=O)CSc1nc(NC(C)=O)nc(C)c1Br	7.1	4.7	-3.8	1.1	1628	nt	nt	-5.7	-1.5	-0.9	-20.7
Cc1noc(C)c1S(=O)(=O)N1CCN(Cc2ccc3c(c2)OCO3)CC1	6.9	-1.0	-0.5	0.9	1512	-39.4	nt	10.9	7.9	-1.2	-7.5
O=C(NCC1CCCO1)c1cc(C(=O)C2CCCCC2)c[nH]1 (stereo not drawn)	-6.8	-0.8	-2.0	1.1	1346	-18.1	-0.597	-5.7	-1.3	2.5	-17.1
Cc1ccccc1Nc1nnc(SCC(=O)Nc2ccccc2[N+](=O)[O-])s1	2.6	9.0	0.5	1	1671	6.1	nt	-0.9	0.4	-4.7	6.4
COc1ccc(CC2(CO)CCN(C(C)Cc3ccc(Cl)cc3)CC2)cc1 (stereo not drawn)	-5.8	-5.3	-9.6	1.1	1604	-18.5	-2.81	-8.7	-5.2	86.2*	3.8
CC1CCC(N2CCN(c3ncccn3)CC2)C1 (stereo not drawn)	8.0	2.3	-0.1	1	1445	nt	0.00937	4.6	2.3	25.3	-11.4
CCCCn1c(S(=O)(=O)O)nc2ccccc21	-0.1	0.1	1.8	0.9	1574	-44.4	nt	13.2	-2.6	-11.7	9.6
O=C(C[n+]1ccc2ccccc2c1)c1cccc2ccccc12	4.6	-0.9	-1.7	0.9	1498	-1.7	-0.574	11.0	2.1	24.4	-6.9
Cc1nc(N/N=C/c2ccccn2)sc1C	8.1	-2.4	-0.6	1	1683	-2.6	0.318	1.6	6.9	3.5	1.8
O=C(O)c1ccc(-c2nc(-c3ccccc3)c(-c3ccccc3)[nH]2)cc1	-1.9	2.7	-0.7	1.2	1562	-4.2	nt	-23.9	3.6	88.7*	2.0
COc1ccc(NC(=O)CSc2nnc(C3CCCCC3)n2-c2ccccc2)cc1	11.6	4.4	0.1	1.1	1745	nt	nt	-5.0	11.1	69.7*	-18.1
COC(=O)c1ccccc1NC(=S)NC(C)=O	-2.2	0.0	-0.5	0.9	1641	5.6	-0.0379	9.1	-0.3	-10.4	11.9
Fc1cccc(NCc2cn3ccccc3n2)c1	-10.2	2.5	2.5	1.2	1456	11.9	0.53	-23.0	-10.5	-0.2	9.6
CCOC(=O)c1c(C)c(C(=O)NCc2cccnc2)c(C)n1C	-8.3	2.2	1.7	1	1450	-15.0	nt	-3.4	-19.4	1.9	12.5
COc1ccc(CCNC(=O)C2CC2)cc1OC	6.3	8.0	1.3	0.9	1471	-21.1	-0.334	9.9	6.1	-3.5	5.3
Cc1sc2ncnc(SCC#N)c2c1C	-4.2	-17.2	-0.1	1	1571	12.6	nt	0.9	0.9	13.8	-5.5
C=CCn1c(-c2ccccc2)c[nH]c1=S	0.9	-1.8	0.6	1.1	1259	-8.9	nt	-6.6	-5.8	-7.0	-1.8
O=C(Nc1ccc(F)cc1)N1CCC(c2nc3c(nnn3Cc3ccccc3Cl)c(=O)[nH]2)CC1	5.6	-5.1	0.0	1	1631	10.3	-0.183	-2.9	3.6	-3.9	17.7
C=CCN1C(=O)c2cccc3c(N4CCCCC4)ccc(c23)C1=O	2.1	1.0	-0.2	1.2	1509	10.2	nt	-16.0	1.1	5.0	50.7*
N#Cc1cnn2ccc(-c3ccc4c(c3)CCC4)nc12	-3.1	-5.7	-0.8	1	1522	-17.1	0.201	2.5	-1.0	22.7	0.1
c1ccc(N2CC[N+]3(CCCC3)CC2)nc1	-8.9	-4.0	1.3	0.9	1401	-0.3	nt	5.4	-14.8	-2.1	6.8
CCN(CC)S(=O)(=O)c1ccc(N(C)CCc2ccc(OC)c(OC)c2)nc1	7.8	1.8	-0.9	1.1	1702	-11.0	0.315	-5.3	8.8	20.7	-8.5
Remaining list, next part:
SMILES	PPARg SRC-2 ag	PPARg SRC-1 ag	Redox H2O2 prof	bIAP act	TR-FRET SRC-2 ct	S1P3 antag	ROMK primary	bIAP inhibitor	PPARg SRC-3 ag	L major viab	TLR4 MyD88 comp
Cc1cccc(OCC(O)CN2C(C)(C)CC(O)CC2(C)C)c1C (stereo not drawn)	-0.5	3.4	0.5	1	1379	39.7	nt	0.0	2.0	1.3	-3.6
O=C(Nc1ccccn1)c1cc(-c2cccc(Cl)c2)nc2ccccc12	4.7	14.1	5.6	1.1	1804	6.5	-0.758	-5.1	1.6	15.6	-6.7
Cn1nnnc1SCC(=O)N1CCN(S(=O)(=O)c2ccc(Cl)cc2)CC1	0.8	-0.1	-0.2	1	1642	-17.0	-0.175	3.6	1.1	-9.1	-4.8
Cc1ccnc(NS(=O)(=O)c2ccc(NC(=O)/C=C/c3cccs3)cc2)n1	7.0	7.3	-0.6	1.1	1663	-22.1	0.671	-12.3	5.7	-4.8	-22.1

Entries above with fluorine:
SMILES	PPARg SRC-2 ag	PPARg SRC-1 ag	Redox H2O2 prof	bIAP act	TR-FRET SRC-2 ct	S1P3 antag	ROMK primary	bIAP inhibitor	PPARg SRC-3 ag	L major viab	TLR4 MyD88 comp
O=C(Nc1ccc(F)c([N+](=O)[O-])c1)c1cccs1	6.3	8.7	0.3	1	1576	-9.3	-2.2	-4.8	2.5	49.2	2.6
Fc1cccc(NCc2cn3ccccc3n2)c1	-10.2	2.5	2.5	1.2	1456	11.9	0.53	-23.0	-10.5	-0.2	9.6
O=C(Nc1ccc(F)cc1)N1CCC(c2nc3c(nnn3Cc3ccccc3Cl)c(=O)[nH]2)CC1	5.6	-5.1	0.0	1	1631	10.3	-0.183	-2.9	3.6	-3.9	17.7
